Screens (PubChem BioAssay)
MrgX1 agonist – agonists of human MrgX1 receptor, primary screen, HEK293 cells, Fluo-4 calcium flux | 0.44% of 310,000 active | B-score at 10 µM | Mas-related G-protein coupled receptor member X1 (Homo sapiens), Q96LB2 | AID 588627, 2011 | Fluo-4 calcium fluorescence, agonist mode; active compounds read high;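 active = calcium response B-score plate-corrected fluorescence ratio at least 3 library SD, with starting fluorescence B-score inside 5 SD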
Target sequence (Q96LB2 whole entry, looked up): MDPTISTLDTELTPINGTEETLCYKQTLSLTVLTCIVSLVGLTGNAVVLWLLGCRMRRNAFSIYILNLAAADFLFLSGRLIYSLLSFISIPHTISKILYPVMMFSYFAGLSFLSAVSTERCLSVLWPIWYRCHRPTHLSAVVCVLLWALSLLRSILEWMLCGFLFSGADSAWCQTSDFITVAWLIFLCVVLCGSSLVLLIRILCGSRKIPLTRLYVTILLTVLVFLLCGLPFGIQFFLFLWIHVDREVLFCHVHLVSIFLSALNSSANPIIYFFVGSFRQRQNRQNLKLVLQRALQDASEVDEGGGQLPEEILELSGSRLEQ
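Material – MrgX1-expressing HEK293 cells · Input – 15,000 cells seeded per well · Dosing – compound as first of three additions · Times – overnight seeding, then 1 h dark dye loading · Measured by – kinetic Fluo-4 NW fluorescence of intracellular calcium · Read-out – B-scored fluorescence response ratio · Benchmarks – positive and negative control wells on each plate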
TRPC6 inhibitor – mouse TRPC6 channel inhibitors, primary screen, cell-based, HEK293, membrane potential dye; Short transient receptor potential channel 6 (Mus musculus), Q61143; ACh-evoked depolarization; active compounds read low; B-score at 10 µM; 1.1% of 310,000 active; AID 2553, 2010;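 active = B-score under library mean minus 3 SD, initial fluorescence not abnormally high, positive integrated signal ratio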;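 note: B-score derived from integrated fluorescence ratio over the kinetic read; more negative B-score means stronger inhibition of depolarization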
TRPC6 activator – mouse TRPC6 channel activators, primary screen, cell-based, HEK293, membrane potential dye; B-score at 10 µM; 0.13% of 310,000 active; AID 2550, 2010; Short transient receptor potential channel 6 (Mus musculus), Q61143; HEK293-TRPC6 membrane potential dye fluorescence; active compounds read high;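 active = B-score of the integrated fluorescence ratio above library mean plus 3 SD, and starting fluorescence ratio within library mean plus 5 SD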;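 note: higher score means more depolarization so channel activation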
HIF act – HIF pathway transcriptional activators, primary screen, cell-based, U2OS HRE-luciferase, luminescence | U2OS HRE-luciferase reporter; normalized: DMSO 0%, desferrioxamine 100% | activation, % at 7.5 µM (by protocol) | 0.32% of 300,000 active;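 active = mean activation of at least 10% of the iron chelator positive control signal, with at least half of replicates also reaching 10%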
Platelet DG rel – inhibitors of platelet dense granule secretion, primary screen, cell-based, MLPCN, human platelets; AID 1663, 2009; inhibition, %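 (compounds screened at 7.5 µM in platelet-rich plasma)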; 0.22% of 300,000 active; human platelet-rich plasma, SFLLRN dense granule ATP release, luminescence;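 active = mean replicate score, as percent of positive control, at or above 50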
MrgX1 antag – antagonists of human MrgX1 receptor, primary screen, HEK293 cells, Fluo-4 calcium flux; Mas-related G-protein coupled receptor member X1 (Homo sapiens), Q96LB2; BAM8-22 antagonism; active compounds read low; B-score at 10 µM; 1.3% of 310,000 active; AID 588676, 2011;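 active = calcium-response B-score plate-corrected more than 3 library SD below zero, starting fluorescence within 5 deviations, no agonist response on first addition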;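 note: peak minus trough fluorescence over baseline after final BAM8-22 challenge near maximal dose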
SKKanGAS inh – S. pyogenes SKKanGAS growth inhibitors in kanamycin, primary screen, streptokinase expression inhibitor project, SKKanGAS strain, BacTiter-Glo luminescence. 1.3% of 300,000 active. inhibition, % at 7.5 µM. 6 h. AID 1662, 2009;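 active = mean replicate score, as percent of positive control median, at least 50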;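 note: strain carries kanamycin resistance gene driven by streptokinase promoter and grows in 40 µg/ml kanamycin; loss of luminescence reflects streptokinase promoter inhibition or plain growth inhibition; 0% = median of DMSO wells and 100% = positive control at its reference dose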
TRPC4 block – inhibitors of mouse TRPC4 channel, primary screen, Fluo4 calcium, HEK293 TRPC4beta/mu-opioid cells; Short transient receptor potential channel 4 (Mus musculus), Q9QUQ5; DAMGO-evoked Fluo4 calcium flux; active compounds read low; B-score at 10 µM; 0.39% of 300,000 active; AID 2247, 2010;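 active = B-score over 3 SD under the library average, no early fluorescence shift, positive overall ratio signal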
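Assay system: TRPC4beta/mu-opioid receptor HEK293 cell line; compound dosing: single concentration per test compound; detection: Fluo4 Ca2+ flux fluorescence; evaluation: per-well B score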
RGS4 inh – RGS4 inhibitors, primary screen, cell-based, HEK293 M3R inducible RGS4, calcium flux; Regulator of G-protein signaling 4 (Homo sapiens), P49798; Fluo-4 calcium flux; active compounds read high; triggered by carbachol at its EC20; B-score at 10 µM; 0.45% of 310,000 active; AID 463165, 2010;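 active = B-score, a plate-corrected calcium signal, over three deviations above library mean, with baseline fluorescence within five deviations of library mean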;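 note: RGS4 expression induced by doxycycline in cells with stable M3 receptor; B-score is computed from the integrated fluorescence ratio over baseline after carbachol; higher B-score means a larger calcium signal and so more RGS4 inhibition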
Target sequence (P49798 whole entry, looked up): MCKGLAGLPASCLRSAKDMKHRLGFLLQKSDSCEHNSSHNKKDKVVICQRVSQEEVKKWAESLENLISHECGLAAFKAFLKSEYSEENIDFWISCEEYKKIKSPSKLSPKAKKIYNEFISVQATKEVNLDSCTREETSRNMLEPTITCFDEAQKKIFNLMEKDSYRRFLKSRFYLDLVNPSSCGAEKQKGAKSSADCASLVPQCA
RGS4 pot – RGS4 potentiators or activators, primary screen, cell-based, HEK293 M3R inducible RGS4, calcium flux; carbachol calcium flux Fluo4; active compounds read low; B-score at 10 µM; 0.92% of 310,000 active; AID 463111, 2010;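 active = B-score of the integrated calcium signal more than 4 SD below the library mean, with starting fluorescence not abnormally high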;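 note: negative B-score means reduced calcium response which marks RGS4 activation or potentiation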
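System – HEK293 FlpIn-TREx cells, stable M3R, doxycycline-inducible RGS4 · Reagent – ECmax carbachol challenge · Times – compound preincubation 20 min at room temperature before agonist · Technique – Fluo4 fluorescence kinetic imaging of calcium · Measure – B score of integrated Fluo4 ratio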
MrgX1 allo act – positive allosteric modulators of MrgX1, primary screen, HEK293 cells, Fluo-4 calcium flux | AID 588675, 2011 | B-score at 10 µM | Mas-related G-protein coupled receptor member X1 (Homo sapiens), Q96LB2 | FDSS; active compounds read high | 0.63% of 310,000 active;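 active = plate-corrected calcium response at least 3 library SD above typical, normal starting fluorescence, not activating the receptor alone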;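 note: compound read alongside a low EC10 to EC30 dose of BAM8-22 agonist; peak minus trough fluorescence over baseline measured at the second addition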
Starred values were filed as active, the others as inactive; i = inactive; · = not tested or not shown.

SMILES	MrgX1 agonist	TRPC6 inhibitor	TRPC6 activator	HIF act	Platelet DG rel	MrgX1 antag	SKKanGAS inh	TRPC4 block	RGS4 inh	RGS4 pot	MrgX1 allo act
CCn1nc(C)c(CNC(=O)CCc2nnc(Cc3c[nH]c4ccccc34)o2)c1C	i	i	i	0.0	-1	i	2	i	i	i	i
c1cncc(-c2nn3cnnc3s2)c1	i	i	i	0.2	8	i	5	i	i	i	i
Cc1cc(C)c2[nH]c(=O)c(CN(Cc3cccnc3)C(=S)NCCCN(C)C)cc2c1	i	i	i	0.0	10	i	1	i	i	i	i
C[C@@H]1CN(C(=O)c2nc3ccc(Cl)cn3c2CN[C@H]2CCCCNC2=O)C[C@H](C)O1	i	i	i	0.1	-1	i	-5	i	i	i	i
O=C(CCC(=O)N1CCCC1)Nc1ccc(Cl)c(Cl)c1	i	i	i	-0.3	3	i	-10	i	i	i	i
CCN(C(=O)CN1CC(C)OC(C)C1)c1c(N)n(Cc2ccccc2)c(=O)[nH]c1=O (stereo not drawn)	i	i	i	-0.6	1	i	-2	i	i	i	i
COC(=O)c1cn(CC(=O)NC2CCCCCC2)c2ccccc12	i	i	i	0.0	-6	i	1	i	i	i	i
COc1ccccc1-c1c(C(F)(F)F)oc2cc(OC(=O)c3ccccc3[N+](=O)[O-])ccc2c1=O	i	i	i	-0.3	12	i	12	i	i	i	i
CN(CC(=O)Nc1ccc(Cl)c(Cl)c1)C(=O)/C=C/c1ccc(F)cc1	i	i	i	0.2	4	i	15	i	i	i	i
Cc1c(C)c2ccc(OC(C)C(=O)NCCCn3ccnc3)c(C)c2oc1=O (stereo not drawn)	i	i	i	0.0	6	i	-1	i	i	i	i
COc1ccc(N2CCN(C(=O)Cc3csc(NC(=O)Nc4ccccc4OC)n3)CC2)cc1	i	i	i	0.8	23	i	66*	i	i	i	i
Cc1c(Nc2ncnc3nc[nH]c23)c(=O)n(-c2ccccc2)n1C	i	i	i	-0.6	-19	i	2	i	i	i	i
COc1ccc(C2SCC(=O)N2c2ccc(OC)cc2)cc1 (stereo not drawn)	i	i	i	-0.4	4	i	-5	i	i	i	i
Cc1cc(Br)ccc1NC(=O)CCN1C(=O)c2ccncc2C1=O	i	i	i	-27	-15	i	-1	i	i	i	i
COc1ccccc1NC(=O)c1c(NC(=O)c2ccco2)sc2c1CCC2	i	i	i	-0.1	-5	i	-3	i	i	i	i
O=C(Nc1ccc(CN2CCOCC2)cc1)c1cccc(F)c1	i	i	i	0.0	24	i	·	i	i	i	i
CSc1nc(C)c(C(=O)C[n+]2ccccc2C)cc1C#N	i	i	i	-0.3	11	i	1	i	i	i	i
Cc1cccc(C)c1NC(=O)CCCSc1nnc(-c2ccc(Cl)cc2)n1-c1ccccc1	i	i	i	-0.4	-2	i	10	i	i	i	i
Cc1ccc(C)c(S(=O)(=O)N2CCC3(CC2)OCCO3)c1	i	i	i	0.0	6	i	0	i	i	i	i
CC(C)C(C(=O)NCc1ccco1)N(Cc1ccco1)C(=O)CNS(=O)(=O)c1ccc(F)cc1 (stereo not drawn)	i	i	i	1.4	4	i	-3	i	i	i	i
CN(CCO)C(=O)c1cccc2c1-c1ccccc1C2=O	i	i	i	-0.1	2	i	0	i	i	i	i
CCOc1cccc(CN2CCN(Cc3ccc(C)o3)C(CCO)C2)c1O (stereo not drawn)	i	i	i	0.0	3	i	11	i	i	i	i
COCCn1c(-c2ccccc2F)n[nH]c1=S	i	i	i	-0.4	-2	i	-4	i	i	i	i
COc1ccc(CN(C(=O)CSc2nnc(-c3c[nH]c4ccccc34)o2)c2ccc(F)cc2)cc1OC	i	i	i	1.2	-3	i	22	i	i	-8.4*	i
Cc1nc(=O)cc(-c2ccccc2)n1-c1ccccc1	i	i	i	-0.3	4	i	-6	i	i	i	i

Further records:
SMILES	MrgX1 agonist	TRPC6 inhibitor	TRPC6 activator	HIF act	Platelet DG rel	MrgX1 antag	SKKanGAS inh	TRPC4 block	RGS4 inh	RGS4 pot	MrgX1 allo act
CCCNC(=O)OC[C@H]1O[C@H](CCO/N=C/c2ccc(C(=O)N3[C@H](c4ccc(C)cc4)[C@@H](C)CC[C@H]3C(=O)OC)cc2)C=C[C@@H]1Oc1ccc(OC)cc1	i	i	i	-0.3	-1	i	5	i	i	i	i
CCN(CC)P(=O)(Nc1ccc(C)cc1Br)c1ccc(N(C)C)cc1NC(=O)c1ccco1 (stereo not drawn)	i	i	i	-0.7	-7	i	37	i	i	i	i
CC(C)C(c1nnnn1C1CCCC1)N1CCC(C(N)=O)CC1 (stereo not drawn)	i	i	i	-0.6	4	i	-5	i	i	i	i
CC1CCN(CCCNC(=O)CCc2nnc3n(CCc4ccccc4)c(=O)c4ccccc4n23)CC1	i	i	i	0.5	1	i	8	i	i	i	i
Cn1cc(Br)c(C(=O)NNC(=O)c2ccccc2)n1	i	i	i	-0.3	-8	i	-11	i	i	i	i
Cc1cccc(S(=O)Cc2ccc(C(=O)N3CCOCC3)o2)c1 (stereo not drawn)	i	i	i	0.1	5	i	23	i	i	i	i
CCn1c(=O)c(C(=O)NCc2ccccc2Cl)c(O)c2ccccc21	i	i	i	0.8	-5	i	39	i	i	i	i
O=[N+]([O-])c1ccc(Cl)cc1NCC1CCCO1 (stereo not drawn)	i	i	i	-0.8	1	i	-4	i	i	i	i
CCOc1cc(NC(=O)c2ccccc2C(=O)O)c(OCC)cc1NC(=O)c1ccccc1F	i	i	i	0.3	-1	i	8	i	i	i	i
CCC(C)NC(=O)C1CCCN(S(=O)(=O)c2ccc3c(c2)CC(C)N3C(C)=O)C1 (stereo not drawn)	i	i	i	0.0	18	i	-2	i	i	i	i
CCCN1Cc2cccc(C(=O)Nc3ccc(CN4CCCC4)cc3)c2C1=O	i	i	i	0.1	-2	i	0	i	i	i	i
CC(C)(C)C(=O)N1CCN(c2ccc([N+](=O)[O-])c(-n3nc(-c4ccccc4)c4ccccc4c3=O)c2)CC1	i	i	i	0.3	-18	i	13	i	i	i	i
CCN(CC(=O)NCc1ccncc1)S(=O)(=O)c1cc(Cl)ccc1Cl	i	i	i	-0.4	-18	i	0	i	i	i	i
COc1ccccc1N1CCN(CCCCOc2ccc(C)cc2C)CC1	i	i	i	0.2	11	i	2	i	i	i	i
c1ccc(-c2cc(N3CCCCC3)ncn2)cc1	i	i	i	2.7	5	i	0	i	i	i	i
CCOC(=O)c1ccc(NC(=O)NCc2ccn(CC)n2)cc1	i	i	i	0.6	0	i	0	i	i	i	i
CCOC(=O)C1CCN(CC(=O)c2c(C)[nH]c3cc(C)ccc23)CC1	i	i	i	-0.3	5	i	0	i	i	i	i
CCN(CC)S(=O)(=O)c1ccc(Cl)c(NC(=O)COC(=O)c2ccc([N+](=O)[O-])o2)c1	i	i	i	-0.4	-2	i	2	i	i	i	i
CCOc1ccccc1C(=O)NC(C(=O)Nc1cccnc1)C(C)C (stereo not drawn)	i	i	i	-0.5	-2	i	-5	i	i	i	i
COc1ccc2c(c1)O/C(=C\c1ccccc1O)C2=O	i	i	i	3.9	-9	i	-3	i	i	i	i
COCCn1c(Cc2ccccc2)nnc1SCC(=O)NC(C)C	i	i	i	-0.9	·	i	1	i	i	i	i
O=C(NCc1ccccc1Cl)c1ccc(CS(=O)(=O)c2ccccc2)o1	i	i	i	0.2	14	i	0	i	i	i	i
COc1ccc(NC(=O)CSc2ncnc3sc(C)cc23)cc1	i	i	i	-1.7	-15	i	0	i	i	i	i
CCOC(=O)CSc1nc2c(sc(=S)n2CCc2ccccc2)c(=O)n1Cc1ccco1	i	i	i	-0.2	0	i	23	i	i	i	i
Cc1ccc(C(=O)Nc2cc(C)nn2CCC#N)cc1	i	i	i	-0.6	-3	i	-1	i	i	i	i

More compounds.
SMILES	MrgX1 agonist	TRPC6 inhibitor	TRPC6 activator	HIF act	Platelet DG rel	MrgX1 antag	SKKanGAS inh	TRPC4 block	RGS4 inh	RGS4 pot	MrgX1 allo act
CC(C(=O)N(C1CC1)C1(C(=O)Nc2ccccc2)CCCC1)N1C(=O)c2ccccc2C1=O (stereo not drawn)	i	i	i	-1.2	5	i	-7	i	i	i	i
COc1cc(C(=O)N/N=C/c2ccc(OC)c(CN3CCN(c4ccc(F)cc4)CC3)c2)ccc1O	i	i	i	-0.5	5	i	13	i	i	i	i
O=C(Nc1ccc2c(c1)OCO2)C(c1ccccc1)N1CCC2(CC1)OCCO2 (stereo not drawn)	i	i	i	-29	-17	i	-3	i	i	i	i
O=C(NCc1ccc2c(c1)OCO2)c1ccc(COc2cc(Cl)ccc2Cl)o1	i	i	i	0.0	2	i	16	i	i	i	i
COc1ccc(OC)c(-c2nnc(SCC(=O)N3CCCc4ccccc43)o2)c1	i	i	i	-0.1	5	i	-7	i	i	i	i
Cc1ccc[n+](CC(=O)Nc2cccc(Cl)c2)c1	i	i	i	2.2	16	i	-3	i	i	i	i
COc1ccccc1N(C)S(=O)(=O)c1ccc(C(=O)OCC(N)=O)cc1	i	i	i	0.0	3	i	-5	i	i	i	i
COc1ccc(C(=O)O/N=C(\N)c2cccc(C)c2)cc1OC	i	i	i	4.7	6	i	-5	i	i	i	i
Cc1ccnc(NC(=O)CCC(=O)N(CC(=O)NCc2ccccc2)c2ccc3c(c2)OCO3)c1	i	i	i	-26	13	i	5	i	i	i	i
CCOC(=O)c1ccc(CNC(=O)Cn2nnc(-c3cccc(C)c3)n2)o1	i	i	i	-0.6	10	i	2	i	i	i	i
CCC(CC)C(=O)Nc1nnc(-c2cccs2)s1	i	i	i	-0.1	3	i	11	i	i	i	i
S=C1NC2(CCCCC2)NN1c1ccccc1	i	i	i	-1.0	-8	i	-8	i	i	i	i
